LMP1 NFkB inh = EBV LMP1-driven NF-kappaB luciferase reporter inhibitors, primary screen, cell-based, luminescence, single point. LMP1-induced NF-kappaB luciferase reporter cells. inhibition, % at 12.5 µM. 350,000 compounds, 0.69% hits. AID 504558, 2011; in the data active means inhibition above about 41%;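 further: 0% = neutral control wells and 100% = reference inhibitor control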
KKLEB cytotox = cytotoxicity in KKLEB CF airway cells, primary screen, cytotoxicity control for CF NF-kB inhibitor project, cell-based, uHTS, fluorescence assay plates. 360,000 compounds, 0.36% hits. KKLEB CF airway cells viability, ATPlite luminescence, overnight; active compounds read low; cells stimulated with P. aeruginosa culture filtrate. AID 602141, 2011. activity change (cytotoxicity), % at 5 µM;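 active means corrected activity change at or below -50% at 5 µM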
CF NFkB inh = inhibitors of PAF-induced NF-kB signaling, primary screen, cell-based, GFP fluorescence, uHTS. 360,000 compounds, 0.86% hits. inhibition, % at 5 µM. AID 588850, 2011. KKLEB NF-kB-GFP reporter, GFP fluorescence overnight;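 active means at least 50% inhibition at 5 µM, scaled per plate between neutral and stimulator controls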;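 further: PAF is a Pseudomonas aeruginosa culture filtrate used as stimulus; plate controls were PAF-stimulated DMSO wells for no effect and unstimulated DMSO wells for full effect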
MITF TRPM1 inh = inhibitors of MITF-dependent TRPM1 promoter reporter, primary screen, cell-based, SK-MEL-5, single point, luciferase. SK-MEL-5 TRPM1 promoter luciferase, 24 h. AID 488899, 2010. 330,000 compounds, 0.83% hits. inhibition, % at 12.5 µM;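 active means mean inhibition across replicates of 60% or more, whatever share of single replicates reaches that level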; further: values of inactives mirror those of a sister screen read the other way
Shn3 3UTR inh = reduction of Shn3 3'UTR firefly luciferase signal, primary screen, Schnurri-3 inhibitor project, cell-based, Clone20 osteoblasts, set 2; 360,000 compounds, 0.52% hits; AID 588674, 2011; inhibition, % at 12.5 µM; Clone20 osteoblast Shn3 3'UTR firefly luciferase, 24 h;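 active means mean inhibition of at least 75% with every replicate also reaching 75%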;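 further: 0% = median of neutral control wells and 100% = pilot-screen positive control compound; some compounds past the cut are filed as inactive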
C8 TRAIL sens = viability loss with TRAIL in NB7+C8 cells, primary screen, TRAIL sensitizer project, cell-based, ATPlite luminescence | inhibition (viability loss, TRAIL sensitization), % at 10 µM | 360,000 compounds, 1% hits;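 active means compounds causing at least 50% loss of cell viability in the single-dose screen, relative to plate controls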
HIF-2a block = HIF-2a reporter inhibitors, primary screen, luminescence, 786-0 RCC cells | AID 624352, 2012 | inhibition, % at 18.8 µM | 786-0 RCC cells HIF-2a reporter, luciferase luminescence, overnight | 360,000 compounds, 0.72% hits;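 active means inhibition of the luminescence signal of 40% or more relative to plate controls, in a single-dose primary screen at 18.75 µM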
NR2E3 ag-1 = inhibitors of NR2E3-RetCOR corepressor binding, primary screen, NR2E3 agonist project, biochemical, TR-FRET, GST-NR2E3, biotin-RetCOR | inhibition of corepressor binding, % at 4.78 µM | AID 2300, 2010 | 1536-well | 320,000 compounds, 0.12% hits | Photoreceptor-specific nuclear receptor (Homo sapiens), Q9Y5X4;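 active means percent inhibition above the cutoff of mean plus 3 SD of all tested compounds, set per screening campaign, cut at about 20% in these data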;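 further: 0% = DMSO wells and 100% = biotin wells as full block of FRET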
Target sequence (Q9Y5X4 whole entry, looked up): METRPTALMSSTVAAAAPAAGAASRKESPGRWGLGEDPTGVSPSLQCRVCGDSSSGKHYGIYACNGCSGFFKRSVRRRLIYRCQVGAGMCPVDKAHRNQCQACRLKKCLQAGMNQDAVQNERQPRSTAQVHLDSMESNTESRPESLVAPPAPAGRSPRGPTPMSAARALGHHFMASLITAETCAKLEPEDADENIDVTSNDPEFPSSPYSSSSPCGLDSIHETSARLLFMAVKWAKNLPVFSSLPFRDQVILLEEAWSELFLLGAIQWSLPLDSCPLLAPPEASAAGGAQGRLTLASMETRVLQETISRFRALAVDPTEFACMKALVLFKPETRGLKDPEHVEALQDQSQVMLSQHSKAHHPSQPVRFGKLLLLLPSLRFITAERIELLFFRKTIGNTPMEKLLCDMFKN
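System: GST-tagged NR2E3 plus biotinylated RetCOR corepressor; Amount: 1.35 nM GST-tagged NR2E3 final; Dosing: single nominal compound dose of 4.8 µM; Schedule: 5 h incubation at 4 °C; Technique: TR-FRET with europium anti-GST and streptavidin-D2, 340 nm excitation; Controls: biotin wells as high control, 0.6% DMSO wells as low control.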
iPSC survival up = enhancers of single-cell hiPSC survival, primary screen, ATPlite luminescence. 100% = ROCK inhibitor wells, 0% = DMSO. 360,000 compounds, 0.044% hits. survival enhancement, % at 20 µM; in the data active means survival enhancement above about 18%;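 further: cells exposed to compounds for 16 hours before the ATP read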
NR2E3 ag-2 = NR2E3 agonists in two-hybrid cells, primary screen, cell-based, luminescence, CHO-S, Gal4-NCOR/VP16-NR2E3. luciferase. AID 602229, 2012. 360,000 compounds, 0.35% hits. inhibition of corepressor binding, % at 3.98 µM;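 active means inhibition above the mean of all tested compounds plus 3 SD, cut at about 70% in these data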;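 further: 0% = DMSO with NR2E3 transfected cells and 100% = cells lacking NR2E3 construct; higher means lower luciferase signal from less NR2E3 corepressor binding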
Peg3 prom inh = Peg3 promoter-driven luciferase inhibitors, primary screen, cell-based, HeLa, luciferase luminescence | 360,000 compounds, 1.7% hits | inhibition, % at 20 µM | HeLa PEG-Prom luciferase reporter, overnight | AID 588405, 2011;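 active means inhibition of at least 50% at 20 µM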
Active calls of the source: *; nt = no result given. A portion of the library; rates above refer to the full screens.

no.	structure	LMP1 NFkB inh	KKLEB cytotox	CF NFkB inh	MITF TRPM1 inh	Shn3 3UTR inh	C8 TRAIL sens
1	COc1ccc(N2C(=O)C(CC(=O)Nc3ccc(Cl)cc3)N(NC(=O)c3cccc(F)c3)C2=S)cc1 (stereo not given)	-11	-2	8	-11	0	-19
2	CNC(=O)c1c(NC(=O)c2ccco2)sc2c1CCC2	-16	-5	-14	-21	-14	3
3	Cn1c(N2CCN(c3ccccn3)CC2)nc2c1c(=O)n(Cc1ccc(Cl)cc1)c(=O)n2C	14	-8	-6	9	20	9
4	C/C(=N\Nc1ccc(Cl)cc1)c1ccccn1	-69	0	-1	-30	-71	3
5	CN(C)S(=O)(=O)c1cccc(NC(=O)c2ccc(Sc3nncn3C)c([N+](=O)[O-])c2)c1	-4	8	-6	0	nt	1
6	S=C(NCc1ccccc1)Nc1ccc2cn[nH]c2c1	-3	-14	30	-3	6	-14
7	Cc1cccc(NC(=S)N2CCN(c3ccccc3)CC2)c1	-4	6	4	-10	17	37
8	CC(=O)N1CCN(C(=O)Nc2cccc(C(F)(F)F)c2)CC1	-8	-16	-2	-12	-2	-10
9	CCO[C@H]1OC(C(=O)O)=C[C@@H](C(C)(C)C)[C@@H]1CCCO	-9	18	-20	5	4	-2
10	O=C(c1ccc(Br)o1)N(c1ccc(Br)cc1)C1C=CS(=O)(=O)C1 (stereo not given)	-2	-4	-2	-3	-11	11
11	O=C(NNc1nc2c(F)cccc2s1)c1ccccc1	-15	-2	-12	-7	-6	-13
12	Cc1cc(C)n(-c2nc(N(C)C)nc(N3CCOCC3)n2)n1	9	2	4	11	-14	-7
13	COc1ccc(S(=O)(=O)Nc2ccc(F)cc2)cc1N(C)S(=O)(=O)c1ccc(Cl)cc1	-3	4	20	3	42	6
14	Cc1nn(C(C)C(=O)NCCN2CCCC2)c(=O)c2c1sc1ccccc12 (stereo not given)	-9	1	-5	1	-11	-29
15	Cc1cccc2cc(C#N)c(N3CCN(C)CC3)nc12	2	-3	1	2	12	-13

no.	HIF-2a block	NR2E3 ag-1	iPSC survival up	NR2E3 ag-2	Peg3 prom inh
1	-12	1	-0.8	10	0
2	-78	-1	0.2	-17	-79
3	14	-1	-0.7	-28	14
4	-274	1	-1.0	-57	-206
5	3	3	-0.6	-16	21
6	-39	0	2.0	-39	-31
7	-30	6	-0.3	0	-6
8	-3	1	6.0	-18	3
9	11	1	1.7	3	-2
10	-10	2	-0.6	8	7
11	-22	-1	-1.7	-21	-17
12	10	-2	-0.2	-35	-6
13	-3	-1	0.6	8	23
14	8	-4	-0.4	-11	2
15	-7	-2	3.9	-49	-3

(next part)
no.	structure	LMP1 NFkB inh	KKLEB cytotox	CF NFkB inh	MITF TRPM1 inh	Shn3 3UTR inh	C8 TRAIL sens
16	C/C(=N\NC(=O)c1nnn(-c2nonc2N)c1-c1cccs1)c1cccnc1	-2	0	18	7	12	-2
17	O=C(c1ccc(CS(=O)c2ccccc2Cl)o1)N1CCOCC1 (stereo not given)	-3	-2	12	-9	-5	2
18	CC(C)[C@H](NC(=O)c1ccco1)C(=O)N(C)Cc1ccc(C(F)(F)F)cc1	-1	2	-13	4	17	6
19	Cc1cccc(NC(=O)CN2C(=O)S/C(=C\c3cccn3-c3cccc(C(=O)O)c3)C2=O)c1	2	6	-9	-4	3	-5
20	COc1ccc(-c2nnc(NC(=O)c3ccccc3C)o2)cc1	14	-12	15	nt	11	12
21	COc1ccc2c(c1)c1ncn(CC3CCCO3)c(=O)c1n2C (stereo not given)	-1	1	4	-9	-4	-18
22	CSc1ccccc1C(=O)N1CCCCC1	-5	10	0	5	-7	-4
23	Cc1cc(C)c(C(=O)COC(=O)CN2C(=O)NC3(CCCC3)C2=O)cc1C	7	11	18	-5	-18	8
24	C[C@H]1CN([C@@H](C)CO)S(=O)(=O)c2ccc(Br)cc2O[C@H]1CN(C)C(=O)Cc1ccncc1	nt	10	-11	nt	-2	-5
25	N#Cc1cccc(C#N)c1Oc1ccc(N)cc1	1	-3	-1	5	-26	-3
26	COc1ccc(C23CC4CC(CC(C(=O)O)(C4)C2)C3)c(F)c1	6	-16	6	2	-19	-3
27	Cc1nc2sccn2c1-c1nc(-c2cc3ccccc3o2)cs1	1	6	-18	-9	-37	-2
28	O=C(Nc1ccccc1F)C1(c2ccccc2)CC1(Cl)Cl (stereo not given)	-1	-2	17	4	-15	-2
29	Fc1ccc(/C=C2\CCCC3=C2Nc2ncnn2C3c2ccc(F)cc2)cc1 (stereo not given)	1	-44	80*	88*	97*	17
30	COc1ccc(C(=O)C2CCCN(S(=O)(=O)c3cccc(C)c3)C2)c(C)c1 (stereo not given)	3	2	-14	-4	41	33

no.	HIF-2a block	NR2E3 ag-1	iPSC survival up	NR2E3 ag-2	Peg3 prom inh
16	5	1	3.2	-13	28
17	6	0	-0.4	2	-4
18	8	-1	0.3	7	2
19	6	4	4.1	-14	20
20	6	3	1.2	8	8
21	-15	-3	-0.4	-24	-8
22	16	2	3.0	-11	16
23	-2	nt	3.1	3	-7
24	7	nt	-1.2	-7	-33
25	14	0	-0.7	7	6
26	-34	6	1.8	-16	-6
27	-168	1	0.9	-52	-90
28	19	-3	0.9	-23	16
29	86*	-2	-2.1	21	91*
30	3	-3	0.0	18	37

Sorted by heavy-atom count (smallest number first): five of the compounds above
no.	structure	LMP1 NFkB inh	KKLEB cytotox	CF NFkB inh	MITF TRPM1 inh	Shn3 3UTR inh	C8 TRAIL sens
25	N#Cc1cccc(C#N)c1Oc1ccc(N)cc1	1	-3	-1	5	-26	-3
21	COc1ccc2c(c1)c1ncn(CC3CCCO3)c(=O)c1n2C (stereo not given)	-1	1	4	-9	-4	-18
23	Cc1cc(C)c(C(=O)COC(=O)CN2C(=O)NC3(CCCC3)C2=O)cc1C	7	11	18	-5	-18	8
16	C/C(=N\NC(=O)c1nnn(-c2nonc2N)c1-c1cccs1)c1cccnc1	-2	0	18	7	12	-2
24	C[C@H]1CN([C@@H](C)CO)S(=O)(=O)c2ccc(Br)cc2O[C@H]1CN(C)C(=O)Cc1ccncc1	nt	10	-11	nt	-2	-5

no.	HIF-2a block	NR2E3 ag-1	iPSC survival up	NR2E3 ag-2	Peg3 prom inh
25	14	0	-0.7	7	6
21	-15	-3	-0.4	-24	-8
23	-2	nt	3.1	3	-7
16	5	1	3.2	-13	28
24	7	nt	-1.2	-7	-33

The list goes on.
no.	structure	LMP1 NFkB inh	KKLEB cytotox	CF NFkB inh	MITF TRPM1 inh	Shn3 3UTR inh	C8 TRAIL sens
31	COc1cc2c3nc4n(c(=O)c3n(CC(=O)N3CCCC3)c2cc1OC)CCS4	-8	-5	0	3	-3	-13
32	N#Cc1cc[n+](CC(=O)c2ccc(NC(=O)c3ccccc3)cc2)cc1	3	-1	-8	-8	nt	16
33	CCNc1ccc(C(=O)OCC(=O)NCc2ccc(C)cc2)cc1[N+](=O)[O-]	-6	-7	5	2	-5	0
34	Nc1c(N(Cc2ccccc2)C(=O)COc2cccc(Cl)c2)c(=O)[nH]c(=O)n1Cc1ccccc1	-3	3	-2	-3	36	0
35	CCN1CCN(CCCNC(=O)C2c3ccccc3C(=O)N(c3ccc(OC)cc3)C2c2ccc(OC)cc2)CC1 (stereo not given)	-3	-3	12	2	-3	-5
36	Cn1c(SCC(=O)NC2CC2)nnc1C(F)(F)F	-12	1	13	5	-1	-16
37	O=C(NNC(=O)c1ccc(F)cc1F)c1ccc(-n2cnnn2)cc1	9	4	-5	-1	1	2
38	CCN1CCCC1CNCc1ccccc1OCc1ccc(F)cc1 (stereo not given)	-3	3	-1	-3	-85	21
39	Cc1occc1C(=O)N/N=C/C(Br)=C/c1ccccc1	-39	9	-53	-24	-5	34
40	Cc1cccc(NC(=O)CSc2nnc(Cc3ccccc3)o2)c1	4	0	10	-2	-1	-3
41	CCCCC(=O)Nc1c2c(nn1-c1ccc([N+](=O)[O-])cc1)CS(=O)(=O)C2	4	-15	6	7	-5	3
42	CC(=O)c1c(C)[nH]c(C2=NNC(=NC(C)(C)C)SC2)c1C	-33	-7	4	-44	-14	0

no.	HIF-2a block	NR2E3 ag-1	iPSC survival up	NR2E3 ag-2	Peg3 prom inh
31	9	nt	-0.2	-15	14
32	-33	-4	-0.6	-4	-7
33	8	2	1.2	-33	10
34	28	-1	-0.2	-4	11
35	13	4	0.2	-12	10
36	1	-3	0.6	-2	4
37	20	-4	-0.6	-4	11
38	-6	1	3.3	-17	1
39	-174	4	-1.9	-146	-219
40	-2	-2	-0.3	-8	7
41	16	2	0.2	5	-4
42	-162	-3	0.1	-16	-255

3 entries already listed, sorted by their value in Peg3 prom inh, descending:
#	structure	LMP1 NFkB inh	CF NFkB inh	MITF TRPM1 inh	Shn3 3UTR inh	HIF-2a block	NR2E3 ag-1	NR2E3 ag-2	Peg3 prom inh
35	CCN1CCN(CCCNC(=O)C2c3ccccc3C(=O)N(c3ccc(OC)cc3)C2c2ccc(OC)cc2)CC1 (stereo not given)	-3	12	2	-3	13	4	-12	10
32	N#Cc1cc[n+](CC(=O)c2ccc(NC(=O)c3ccccc3)cc2)cc1	3	-8	-8	nt	-33	-4	-4	-7
42	CC(=O)c1c(C)[nH]c(C2=NNC(=NC(C)(C)C)SC2)c1C	-33	4	-44	-14	-162	-3	-16	-255
